# High-throughput results (PubChem BioAssay)
# Lipid storage S3 = qHTS Assay for Lipid Storage Modulators in Drosophila S3 Cells; Drosophila S3 cells, BODIPY lipid droplet fluorescence, 18-24 h; cells fed with added oleic acid; lipid storage change, negative = inhibition, % at the top dose, mostly 46.1 µM; hits show Potency in µM; hit rate 0.64% among 320,000; AID 2685, 2010; active means well fitted inhibition curve with a large enough effect in the signal ratio, with a control signal flat, not every such curve was filed as active; inconclusive means small, poorly fitted or top-dose-only effect, or effect the other way, or a change in a side signal; the % refers to the signal ratio
#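 Drosophila S3 cells got compounds at several concentrations plus oleic acid (400 uM solution). Laser-scanning cytometry with 488 nm excitation read lipid droplets at 500-530 nm and cells at 575-640 nm. Percent activity was relative to 20 uM Triacsin C.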
# Lipid storage S3 cell count max = also measured in Lipid storage S3; calls as there; cell number change, %; measured here: cell count max response;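 cells counted by Cell Tracker Red CMTPX staining in the red channel; peak over a dose series mostly up to 46.1 µM; percent activity relative to internal control wells on each plate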
# * marks the source's active call; other numbers are inactive results; i = inactive; ? = inconclusive; nt = no result given. On the % scale 0 is the no-effect control and ±100 the full control effect; potency means the concentration at half of the fitted maximal effect. Some of the compounds tested; count on the stated rates, not on these rows.
No.	mol	Lipid storage S3 cell count max	Lipid storage S3
1	O=C(CNCc1cccs1)Nc1ccc(S(=O)(=O)N2CCCCC2)cc1	nt	?
2	Cc1ccc(C(=O)Oc2cc(C)[nH]c(=O)c2[N+](=O)[O-])cc1	-1.8	2.0%
3	CN(CC(=O)Nc1cccc(F)c1)C(=O)c1cccnc1Sc1ccc(Cl)cc1	-8.7	i
4	CCOC(=O)c1ccc(NC(=O)c2ccccc2[N+](=O)[O-])cc1	nt	?
5	Cc1cccc(NC(=O)NC2(C)CCS(=O)(=O)C2)c1 (centres undefined)	5.6	i
6	CC(=O)Nc1ccc(S(=O)(=O)NNC(=O)C2CCCCC2)cc1	nt	?
7	CCCCNC(=O)Nc1c(C(=O)OC)[nH]c2ccc(C)cc12	nt	?
8	Cc1ccc(C)n1-c1ccc(-c2ccn[nH]2)cc1	nt	?
9	CCOC(=O)c1cn[nH]c1C(F)(F)F	nt	?
10	COc1cccc(COC(=O)c2sc3nc4n(c(=O)c3c2C)CCC4)c1OC	nt	?
11	O=C(N/N=C/c1cccc(O)c1)c1ccccc1O	nt	?
12	COc1cccc(NC(=O)CN(C)C(=O)c2ccccc2Sc2ccccc2C#N)c1	nt	?
13	COc1ccc(NC(=S)NNc2ccc([N+](=O)[O-])cc2S(=O)(=O)Nc2ccc(C)cc2C)cc1	nt	?
14	CCOC(=O)CNC(=O)Cn1cnc2ccc(S(=O)(=O)N3CCC(C)CC3)cc2c1=O	nt	?
15	Cc1nc2sccn2c(=O)c1S(=O)(=O)NCC1CCN(Cc2ccccc2Cl)CC1	9.2	i
16	CCOC(=O)Cc1csc(NC(=O)CN2C(=O)c3ccccc3S2(=O)=O)n1	5.1	4.6%
17	Cc1cccc(NC(=O)CCn2ccnc2C)c1	nt	?
18	CC1(OC(=O)C2CCCC2)C(=O)C=C2C=C(c3ccsc3)N(Cc3ccco3)C=C2C1=O (centres undefined)	2.3	-2.8%
19	COc1cccc(NC(=O)Cn2nc(Cc3cccnc3)c3ccccc3c2=O)c1	nt	?
20	Cc1ccc(S(=O)(=O)NCCC(=O)NCc2ccco2)cc1	6.3	3.6%
21	CSc1ccccc1NC(=O)COC(=O)Cc1cccs1	nt	?
22	S=C(NCc1cccs1)NCC1CCCO1 (centres undefined)	18.4	4.3%
23	C/C(=N\N1CCN(Cc2ccc(C)cc2)CC1)c1ccco1	20.2	-1.3%
24	CCOc1ccc(CN2CCC(n3nccc3NC(=O)c3ccccc3OC)CC2)cc1	nt	?
25	Cc1ccc(NC(=O)Cn2cnc3c(cnn3C(C)(C)C)c2=O)cc1	-20.5	3.1%
26	COc1ccc(NC(=S)Nc2ccc(OC(F)F)cc2)cn1	nt	i
27	CC(=O)/C(=C\N(C)C)Sc1ccc(Cl)cc1	10.9	-1.2%
28	Cc1ccc(F)cc1CNC(=O)C1CCC(=O)N(CC2CCCCC2)C1 (centres undefined)	-3.9	-17.7%
29	COC(=O)c1ccc(C)c(NC(=O)Cc2coc3cc(OC)ccc23)c1	nt	?
30	CCOc1ccc(N(CC(=O)N2CCN(c3ccccc3F)CC2)S(=O)(=O)c2c(C)noc2C)cc1	nt	?
31	COc1ccc(C(=O)NC2CCN(C(=O)NCc3ccccc3)CC2)cc1	nt	?
32	Cc1c(NC(=O)c2ccccc2N(C)S(=O)(=O)c2ccccc2)c(=O)n(-c2ccccc2)n1C	nt	?
33	COc1ccc(OCC(=O)Nc2ccc(NC(=O)c3ccco3)c(C)c2)cc1	nt	?
34	COCCn1c(N2CCN(c3ccc(OC)cc3)CC2)nc2c1c(=O)[nH]c(=O)n2C	-0.1	10.4%
35	COc1ccc(-c2noc(CSc3nc(N)cc(=O)[nH]3)n2)cc1	-15.7	-11.4%
36	Cc1c(NC(=O)/C=C/c2ccc(S(=O)(=O)N3CCOCC3)cc2)c(=O)n(-c2ccccc2)n1C	8.3	5.3%
37	C(=C\c1ccccc1)/CNCC1CCCO1 (centres undefined)	nt	?
38	CN(Cc1ccc(F)cc1)C(=O)CCc1nnc(-c2ccccc2)o1	6.7	24.8%
39	CCOc1ccc2[nH]c3c(NCCN(CC)CC)ncnc3c2c1	nt	?
40	CCOC(=O)C1=C(C)NC2=C(C(=O)C(C(=O)OCC)C(c3cccc(OC)c3)C2)C1c1ccccn1 (centres undefined)	nt	?
41	COc1ccccc1CNC(=O)C1CCCN(S(=O)(=O)c2cccc3nsnc23)C1 (centres undefined)	5.2	-24.1%
42	O=C(O)c1cccc2c1C(=O)N(C1CCCC1)C2	nt	?
43	O=C(Cc1coc2ccc3ccccc3c12)Nc1nnc(C2CC2)s1	nt	?
44	Cc1ccc(N(CCC#N)C(=O)COC(=O)c2nc3nc(C)cc(C)n3n2)cc1	16.6	10.9%
45	CCCCNC(=O)CCCCCNS(=O)(=O)c1ccc(Br)cc1	-9.7	4.0%
46	O=C(OCCN1CCCCC1)c1ccc(Cl)cc1	nt	?
47	COc1ccc(-c2nc(NC(C)=O)sc2-c2ccc(OC)cc2)cc1	nt	?
48	COCCn1c(SCC(=O)Nc2ccccc2OC)nnc1-c1ccco1	nt	?
49	CCOC(=O)c1c(NC(=O)COC)sc2c1CCCC2	nt	?
50	O=C(O)CCC(=O)Nc1cccc(C(=O)c2ccccc2)c1	1.1	9.6%
51	O=c1[nH]c(C2CCCN(S(=O)(=O)Cc3ccccc3)C2)nc2c1nnn2Cc1cccc(Cl)c1 (centres undefined)	nt	?
52	CNC(=O)c1csc(-c2cccs2)n1	nt	?
53	Cc1cc(NC(=O)CSc2nnc(C3CC3)n2Cc2ccccc2)no1	nt	i
54	CNC(=S)NNC(=O)c1sc2cc(C(F)(F)F)cnc2c1-c1ccccn1	7.6	0.5%
55	COc1ccc(Cl)cc1NC(=S)N(CCN1CCOCC1)C1CCN(C(C)=O)CC1	-0.6	-2.7%
56	COc1ccc(C)cc1S(=O)(=O)N1CCN(C(=O)c2ncoc2-c2cccc(C)c2)CC1	nt	?
57	COc1cccc(NC(=O)CN(C)C(=O)c2cccnc2Nc2cccc(C(F)(F)F)c2)c1	nt	?
58	O=c1ccc(OCCOc2ccccc2)nn1-c1ccccc1	nt	?
59	COc1ccc(C)cc1S(=O)(=O)N(C)CC(=O)NCc1ccccn1	nt	?
60	COc1ccc(-c2c([C@H]3[C@H]4C=CC[C@@H](C)[C@@H]4C(=O)N3Cc3ccccc3)ccc3ccccc23)cc1OC	16.2	15.0%

# (cont.)
No.	mol	Lipid storage S3 cell count max	Lipid storage S3
61	CCOc1cc(/C=C2/C(=O)ON=C2C)cc(Br)c1O	26.9	8.4%
62	Cc1cc(C)c(OCC(=O)OCC(=O)NNC(=O)c2ccccc2F)c(C)c1	8.1	6.2%
63	C/C(CS(=O)(=O)c1ccccc1)=N\O	-17.1	-23.4%
64	O=C(Nc1ccccn1)C1CCN(C(=O)c2ccc(F)cc2)CC1	nt	?
65	COc1ccc(S(=O)(=O)N(C)CC(=O)NCCN2CCOCC2)cc1	nt	?
66	COc1ccc(CCNC(=O)c2cc3sccc3n2C)cc1OC	nt	?
67	c1ccc(C2=Nc3cccnc3C(c3ccccc3)=NN2)cc1	-5.9	0.2%
68	COC(=O)/C=C/c1oc2ccccc2c1C	-14.9	-5.2%
69	Cc1cnc(C(=O)Nc2ccc(N3CCN(C(=O)OC(C)(C)C)CC3)cc2)cn1	5.9	i
70	CSC1=NCCN1C(=O)c1c(F)cccc1Cl	nt	?
71	Cc1cccc(N2CCN(CC(=O)Nc3ccccc3[N+](=O)[O-])CC2)c1C	4.9	-12.2%
72	COC(=O)c1sc(-c2ccc(Cl)cc2)cc1NC(=O)c1ccccc1C(=O)O	nt	?
73	N#C/C(=C\c1cn(CC(=O)N2CCCC2)c2ccccc12)C(=O)NCc1ccc2c(c1)OCO2	nt	?
74	O=C(CN1C(=O)COc2ccc(Cl)cc21)N1CCCCC1	0.2	13.6%
75	CC(=O)N1CCN(S(=O)(=O)c2cccc(C(=O)OCC(=O)N(CCC#N)c3ccc(F)cc3)c2)CC1	nt	?
76	CCOC(=O)Cn1c(=N)n(CCOc2cccc(C)c2)c2ccccc21	nt	?
77	Cc1ccc(N(CC(=O)NC(C)(C)C)C(=O)CNC(=O)c2cccs2)cc1	0.5	2.3%
78	COc1ccc(N2CCN(CC(O)COc3ccc4c(c3)CCC4)CC2)cc1 (centres undefined)	10.4	i
79	Cc1ccc(NS(=O)(=O)c2ccc(NC(=O)C3CC3)cc2)cc1C	nt	?
80	O=C1CC(c2cccc(F)c2)C2=C(CCCC2=O)N1 (centres undefined)	-7.0	0.8%
81	COC(=O)c1c(NC(=O)c2ccco2)sc2c1CC(C)(C)NC2(C)C	nt	?
82	COc1ccc(-c2nc(NC(=O)CSc3nnc(C)s3)ns2)cc1	nt	?
83	O=C(CSc1nnc(COc2cccc3cccnc23)o1)N1CCN(C(=O)c2ccco2)CC1	-11.7	-3.8%
84	COc1ccc(C(=O)NCCC2=CCCCC2)cc1OC1CCN(C(C)C)CC1	-1.1	i
85	CCOC(=O)Cc1[nH]nc2c1C(C1C=CCCC1)C(C#N)=C(N)O2 (centres undefined)	nt	?
86	CC1Cc2c([nH]c3ccccc23)C(=O)N1 (centres undefined)	6.0	21.2%
87	COC(=O)c1cc(C(=O)CC(C)C)c[nH]1	13.2	14.7%
88	COc1ccc(C(=O)Nc2nc(C)c(C(=O)N(C)C)s2)cc1OC	nt	?
89	COc1ccc(CCNS(=O)(=O)CCNC(=O)c2ccc3c(c2)OCO3)cc1	10.6	5.7%
90	O=C(c1ccccc1)c1c[nH]cc1-c1ccccc1	-1.0	-0.1%
91	O=C(Nc1nccs1)c1ccc(S(=O)(=O)N2CCCCC2)cc1	nt	i
92	Cc1oc(-c2cccc3ccccc23)nc1CN1CCN(c2ncnc3ccccc23)CC1	nt	?
93	Cc1nonc1C1CCCN1Cc1cn[nH]c1-c1ccc2c(c1)OCO2 (centres undefined)	nt	9.0%
94	COc1ccc(NC(=S)N(CCCN2CCC(C)CC2)Cc2cccs2)cc1	-22.7	5.7%
95	O=C(c1ccccc1)N1N=C(c2ccccc2)CC1c1ccccc1 (centres undefined)	3.3	18.6%
96	CC(C)CC(NC(=O)OC(C)(C)C)c1cn([C@@H](CCC(=O)OC(C)(C)C)C(=O)N2CCN(C(=O)OC(C)(C)C)CC2)nn1 (some centres undefined)	nt	?
97	COc1ccc(-n2ncc3c2CC(C)(C)CC3NC(=O)c2cnc(C)cn2)cc1 (centres undefined)	nt	?
98	CNC(=O)C(=O)NCCc1ccc(Cl)cc1	-1.7	i
99	O=C(c1ccc2ncsc2c1)N1CCN(c2ccc(O)cc2)CC1	9.3	i
100	c1nc(N2CCCCC2)c2[nH]cnc2n1	2.4	7.7%
101	CC(C)CCN1C(=O)c2ccc(C(=O)OCC(=O)N(C)C3CCS(=O)(=O)C3)cc2C1=O (centres undefined)	nt	?
102	COc1ccc(/C=N/n2c(=S)n(C)c3ccccc32)cc1OC	nt	?
103	CC1(C)Cc2c(C#N)c(N3CCCC3)nc(-c3ccco3)c2CO1	nt	?
104	CCNS(=O)(=O)c1ccc(CCC(=O)N2CCN(c3ccccc3)CC2)cc1	nt	?
105	COc1coc(/C=C/C(=O)O)cc1=O	0.6	8.9%
106	CCN(CC)S(=O)(=O)c1ccc(OC)nc1	-1.7	14.1%
107	Cc1nc2scc(C)n2c(=O)c1S(=O)(=O)Nc1ccc(N2CCOCC2)cc1	nt	?
108	Cc1csc(SCc2nc3sc4c(c3c(=O)[nH]2)CCC4)n1	-2.3	7.0%
109	O=C(N/N=C/c1cn(Cc2ccccc2)c2ccccc12)c1ccncc1	-13.3	14.0%
110	Clc1ccc(-n2cc(-c3ccc(Br)cc3)[n+]3c2CCCCC3)cc1	nt	?
111	CC(C)N(Cc1ccccc1)C(=O)/C=C/c1ccccc1[N+](=O)[O-]	nt	?
112	C=CCn1c(SCC(=O)O)nnc1-c1ccccc1	-7.0	-3.8%
113	Cc1ccc(C)c(-c2[nH]ncc2CN2CCCC(CO)(Cc3ccccc3C)C2)c1 (centres undefined)	-10.1	-0.7%
114	Cc1cccc(C(=O)NCCc2nnc(SCC(=O)Nc3cccc(C(=O)O)c3)n2C)c1	13.3	i
115	O=C(c1ccc(Cl)cc1)c1nnc(-c2ccncc2)o1	nt	?
116	O=C(O)CCc1ccc(-c2ccccc2)n1CC1CCCO1 (centres undefined)	nt	?
117	COc1cccc(-c2nc(CS(=O)(=O)CC(=O)Nc3ccc(F)cc3F)c(C)o2)c1	nt	?
118	O=C(NCCCn1ccnc1)c1cc(-c2ccc(Br)cc2)on1	-22.6	-2.1%
119	COc1ccc(CCN(C)C(=O)c2c(C)noc2C)cc1OC	-15.8	7.2%
120	CCCCc1ccc(C2C3=C(CC(C)(C)CC3=O)NC3=C2C(=O)c2ccccc23)cc1 (centres undefined)	nt	?
121	O=C(Nc1ccc(F)cc1)c1cc2cc(Cl)ccc2[nH]1	12.3	10.4%

# Five compounds out of the list, sorted by formula weight, low to high.
No.	mol	Lipid storage S3 cell count max	Lipid storage S3
112	C=CCn1c(SCC(=O)O)nnc1-c1ccccc1	-7.0	-3.8%
103	CC1(C)Cc2c(C#N)c(N3CCCC3)nc(-c3ccco3)c2CO1	nt	?
109	O=C(N/N=C/c1cn(Cc2ccccc2)c2ccccc12)c1ccncc1	-13.3	14.0%
97	COc1ccc(-n2ncc3c2CC(C)(C)CC3NC(=O)c2cnc(C)cn2)cc1 (centres undefined)	nt	?
120	CCCCc1ccc(C2C3=C(CC(C)(C)CC3=O)NC3=C2C(=O)c2ccccc23)cc1 (centres undefined)	nt	?
